Compound activity deposited in PubChem BioAssay by National Center for Advancing Translational Sciences (NCATS).
S3 lipid droplet: qHTS Assay for Lipid Storage Modulators in Drosophila S3 Cells. Drosophila S3 cells, BODIPY lipid droplet fluorescence, 18-24 h; cells fed with added oleic acid. Potency in µM for hits, for the others lipid storage change, negative = inhibition, % at the top dose, mostly 46.1 µM. 320,000 compounds, 0.64% hits; active = well fitted inhibition curve with a large enough effect in the signal ratio, with a control signal flat, not every such curve was filed as active; inconclusive = small, poorly fitted or top-dose-only effect, or effect the other way, or a change in a side signal; the % refers to the signal ratio
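Laser-scanning cytometry quantifies lipid droplet accumulation (500–530 nm total intensity; droplet/cell object ratio) in oleic acid-fed (400 uM added) Drosophila S3 cells treated with a concentration series. 20 uM Triacsin C defined 100% inhibition.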
S3 lipid droplet cell count max: also measured in S3 lipid droplet; calls as there; cell number change, %; measured here: cell count max response;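 cells counted by Cell Tracker Red CMTPX staining in the red channel; peak over a dose series mostly up to 46.1 µM; percent activity relative to internal control wells on each plate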
An asterisk follows results filed as active; i = inactive; ? = inconclusive; / = not tested or not shown. % is set by controls: 0 for no effect and ±100 for the full control effect; potency is the fitted concentration of half-maximal effect. This is a subset, so the mix of outcomes need not match the whole.

Order of values – S3 lipid droplet | S3 lipid droplet cell count max
> COc1cccc(CC(NC(C)=O)C(=O)NC2CCN(S(=O)(=O)c3cccc4ccccc34)CC2)c1 (stereo unspecified)
  ? | /
> C=CCn1c(CC(=O)Nc2cccc(OC)c2)nnc1SCC(=O)NC1CCCCC1
  ? | /
> CCc1nnc(NC(=O)c2ccc(S(=O)(=O)N3CCCC(C)C3)cc2)o1 (stereo unspecified)
  ? | /
> O=C(COc1ccc(-c2ccccc2)cc1)N1CCN(C(=O)c2cccnc2)CC1
  17.8% | -5.6
> Cc1ccccc1N1CC(C(=O)Nc2ccc(S(=O)(=O)N3CCOCC3)cc2)CC1=O (stereo unspecified)
  ? | /
> CC(C)COc1ccc(C(=O)Nc2cc(S(=O)(=O)N3CCOCC3)ccc2N2CCCC2)cc1
  27.0% | 4.6
> CCOC(=O)Cn1nnc(-c2ccc(S(C)(=O)=O)cc2)n1
  ? | /
> NC(=O)N/N=C/c1cc(F)cc(F)c1
  -3.8% | 9.5
> C=CCn1c(CCNC(=O)C(C)(C)C)nc2ccccc21
  i | /
> Nc1c(Cl)cc(-c2csc(NCCc3nc4cc(Cl)c(Cl)cc4n3CCCO)n2)cc1Cl
  ? | /
> CCCNC(=O)CN1C(=O)NC(CCc2ccccc2)C1=O (stereo unspecified)
  -13.2% | -7.3
> CCN(CC)c1ccc(/C=N/Nc2nc(C)cc(=O)[nH]2)c(O)c1
  ? | /
> Cc1ccc(Cl)cc1N1CCN(S(=O)(=O)c2cc3c(cc2C)NC(=O)CO3)CC1
  ? | /
> CN(C)/C=C/C(=O)c1ccc(S(=O)c2ccccc2)cc1 (stereo unspecified)
  ? | /
> COc1ccc(OC)c(NC(=O)C(C)Oc2ccc(Br)cc2)c1 (stereo unspecified)
  ? | /
> C/C(=N\NC(=O)c1cc(O)cc(O)c1)c1ccc(NC(=O)Cc2ccccc2)cc1
  ? | /
> CCn1c(C)nc2cc(C(=O)NNC(=O)c3ccc(C)cc3)ccc21
  3.1% | -21.2
> COc1ccc2c(c1OC)CN1CCc3cc4c(cc3[C@@H]1[C@@H]2O)OCO4
  ? | /
> CC(=O)c1ccc(N2CCCCCC2)c(F)c1
  -2.5% | -12.7
> O=c1cc[nH]c2c(Cl)cccc12
  ? | /
> CCOc1ccc(NC(=O)CCn2c(=O)[nH]c3ccsc3c2=O)cc1
  ? | /
> Nc1scc2c(C(=O)O)nn(-c3ccccc3)c(=O)c12
  ? | /
> COc1ccccc1/C=N/NC1=NCCCCC1
  6.1% | 2.8
> Clc1ccc(-n2nnnc2-c2ccccc2)cc1
  10.4% | -0.6
> Cn1cc(SCC(=O)NCC2CCCO2)c2ccccc21 (stereo unspecified)
  ? | /
> O=C(NC1CCCCC1)C1CCN(C(=O)c2ccccc2Cl)CC1
  -5.0% | -4.3
> Cc1cccc(NC(=O)C2CCN(S(=O)(=O)c3cccs3)CC2)c1
  ? | /
> O=C(N/N=C/c1ccc([N+](=O)[O-])o1)c1cn(-c2ccccc2)nc1-c1ccc(Cl)cc1
  ? | /
> CCN1CCN(c2ccc(S(=O)(=O)N3CCCCC3)cc2NC(=O)c2cccc(C(F)(F)F)c2)CC1
  ? | /
> CCn1cc(CNC(=O)c2ccc3nc(Cc4ccccc4F)oc3c2)cn1
  ? | /
> CCC1(c2ccccc2)NC(=O)N(CC(=O)Nc2cc(S(=O)(=O)N3CCCCC3)ccc2OC(C)C)C1=O (stereo unspecified)
  ? | /
> Cn1c(Nc2cccc(Cl)c2)nc2ccccc21
  -3.7% | 5.6
> COc1cc(C2CC(c3cccs3)=NN2C(=O)CCl)ccc1OC(F)F (stereo unspecified)
  11.6µM* | 7.0*
> O=C(O)c1cc(-c2ccco2)nc2ccc(Br)cc12
  -8.3% | 7.6
> COc1ccc(/C(N)=N/OC(=O)c2ccc([N+](=O)[O-])c(C)c2)cc1OC
  ? | /
> COc1ccc(OC)c(C(=O)c2oc3ccccc3c2NC(C)=O)c1
  ? | /
> O=C(N/N=C/c1cc2c3c(c1O)CCCN3CCC2)c1ccccc1O
  ? | /
> Fc1ccc(CN2CCN(c3ncnc4scc(-c5ccccc5)c34)CC2)cc1
  3.0% | 8.3
> CCCNC(=S)N(Cc1cc2cc(C)ccc2n2nnnc12)CC(C)(C)CN(C)C
  ? | /
> O=C(COC(=O)c1c(F)cccc1F)NCCNC(=O)COC(=O)c1c(F)cccc1F
  ? | /
> C/C(=N\NC(=S)NC(C)C)c1ccc(-n2ccnc2)cc1
  ? | /
> Cc1ccccc1CNC(=O)C1CCN(c2nnc(N3CCCC3=O)s2)CC1
  ? | /
> C=CCN(C(=O)CNC(=O)c1ccco1)C(C(=O)NC1CCCCC1)c1ccc(OC)cc1 (stereo unspecified)
  6.8% | 0.4
> CC(C)(C)CC(=O)Nc1ccc(C(N)=O)cc1
  7.4% | 17.3
> COc1ccccc1/C=N/N1C(=O)c2cccc3cccc(c23)C1=O
  ? | /
> CCOC(=O)c1c(NC(=O)COc2cccc3c2CCN(C)C3=O)sc2c1CCC2
  ? | /
> CCOC(=O)CNC(=O)CN1C(=O)CC(c2ccccc2)S(=O)(=O)c2ccccc21 (stereo unspecified)
  1.5% | 0.9
> Cc1cn([C@H]2C[C@H](N=[N+]=[N-])[C@@H](CO)O2)c(=O)[nH]c1=O
  0.7% | 4.8
> O=C(CSc1nnc(CNC(=O)c2ccco2)o1)Nc1ccc(Br)cc1
  91.1% | 7.7
> Cc1onc(-c2ccccc2)c1C(=O)N1CCN(S(=O)(=O)c2ccc3c(c2)OCCO3)CC1
  18.5% | -13.4
> CCCSc1nc(C)c(CC(=O)O)c(=O)[nH]1
  -7.9% | 1.0
> CCOC(=O)C1(Cc2ccccc2)CCN(Cc2cnn(CC)c2)CC1
  ? | /
> CC(C(=O)Nc1ccc(Cl)cc1Cl)N1C(=O)NC2(CCCC2)C1=O (stereo unspecified)
  ? | /
> CCNc1nc(Oc2ccc(=O)[nH]n2)nc(SC)n1
  i | /
> Cc1cc(=O)oc2cc(NC(=O)c3ccc(OC(F)F)cc3)ccc12
  ? | /
> CC(=O)c1cc2c(cc1NC(=O)Nc1cccc(Cl)c1)OCCO2
  ? | /
> CCNC(=O)C(=O)NCC1CCCN1S(=O)(=O)c1cccs1 (stereo unspecified)
  ? | /
> CC(=O)Nc1ccc2c(COC(=O)CC3Sc4ccccc4NC3=O)cc(=O)oc2c1 (stereo unspecified)
  ? | /
> COc1ccc(OC)c(NC(=O)CSc2ncccc2C(=O)O)c1
  i | /
> c1ccc2sc(N3CCN(Cc4nnnn4CC4CCCO4)CC3)nc2c1 (stereo unspecified)
  17.1% | -13.1

Further compounds follow:
Order of values – S3 lipid droplet | S3 lipid droplet cell count max
> O=[N+]([O-])c1ccc(CSc2nc3ccccc3o2)cc1
  2.6% | -16.6
> Cc1ccc(C(=O)O/N=C(\N)Cc2ccc([N+](=O)[O-])cc2)c(Cl)c1
  ? | /
> COc1ccc(C)cc1NC(=O)c1ccccc1NS(=O)(=O)c1cccc2cccnc12
  1.1% | -4.8
> Cc1ccc(N(CC(=O)NCC2CCCO2)C(=O)CCC(=O)Nc2cc(C)on2)cc1 (stereo unspecified)
  ? | /
> CC1CN(C(=O)C2CC2)C(C)CN1C(=O)C1CC1 (stereo unspecified)
  -12.4% | 4.0
> O=C(c1ccc(S(=O)(=O)Cc2ccccc2F)c([N+](=O)[O-])c1)N1CCCCCC1
  2.6% | 16.3
> CC(C)COC(=O)N(C)c1ccc(C(O)(C(F)(F)F)C(F)(F)F)cc1
  i | /
> Cc1nn(C)c(Cl)c1CN1CCN(CCC(C)C)C(CCO)C1 (stereo unspecified)
  -10.1% | 11.3
> CCOc1ccccc1OCC(=O)OCC(=O)c1c(C)[nH]c2ccccc12
  ? | /
> Cc1cc(=O)[nH]c2cc(O)ccc12
  7.5% | 19.2
> COc1ccc(N2CCN(C(=O)CSc3nnc(-c4cc5ccccc5cc4O)n3C)CC2)cc1
  19.4% | -0.3
> O=C(CSc1ccc(Br)cc1)Nc1ccc(N2CCOCC2)cc1
  7.8% | 9.1
> COc1ccccc1Oc1ccc2c(c1)C(=O)N(c1ccccc1)C2=O
  -1.2% | 3.7
> Cc1cc(C(=O)Cn2nc(C(=O)O)c3ccccc3c2=O)c(C)n1-c1ccccc1
  ? | /
> CC(C)CN(CC(C)C)C(=O)Nc1cccc([N+](=O)[O-])c1
  ? | /
> Cc1ccc(C)c(NC(=S)NC(NC(=O)Cc2ccccc2)C(Cl)(Cl)Cl)c1 (stereo unspecified)
  ? | /
> CCc1ccc(-c2nc(NC(=S)NC(=O)c3cccs3)sc2C)cc1
  ? | /
> O=[N+]([O-])c1ccc(C2Nc3cccc4cccc(c34)N2)cc1
  ? | /
> COc1cc(C(=O)Oc2ccccc2/C=N/NC(=O)c2ccc(C)c(Cl)c2)cc(OC)c1OC
  10.2% | -0.3
> Cc1ccc(N2C(N)=NC(N)=NC23CCCC3)c(C)c1
  -8.9% | -6.2
> c1ccc(N2CCN(Cc3nc4ccccc4[nH]3)CC2)nc1
  i | -14.3
> Cc1cc(C)cc(NC(=O)c2ccc(CNc3c(N4CCCC4)c(=O)c3=O)cc2)c1
  ? | /
> CC(=O)NCCCC(=O)NN1C(=S)N(Cc2ccccc2)C(=O)C1CC(=O)Nc1cccc(C)c1 (stereo unspecified)
  -2.9% | 5.9
> CC(O)CNc1nc2c(c(=O)n(Cc3ccccc3)c(=O)n2C)n1C (stereo unspecified)
  -16.7% | -4.3
> Cc1c(Cl)cccc1-n1ccnc1SCC(=O)O
  ? | /
> Cc1ccc(-c2nnc(N3CCN(C(=O)c4ccco4)CC3)c3ccccc23)cc1
  0.1% | -8.7
> O=C(Nc1cccc(Cl)c1N1CCCCC1)c1ccc2c(c1)OCCO2
  ? | /
> CCOc1ccc(CCNC(=O)c2ccc(OCc3c(C)noc3C)cc2)cc1OCC
  11.6µM* | 14.1*
> O=C(O)c1ccc(NC(=O)c2ccccc2NC(=O)c2cccc(F)c2)cc1
  ? | /
> O=c1c2ccccc2nc(CSc2nnnn2-c2ccccc2)n1-c1ccccc1Cl
  -2.2% | -18.5
> O=[N+]([O-])c1ccc(O)c(CN2CCCCCC2)c1
  ? | /
> COc1cc(C(=O)N(Cc2cc3cc(C)ccc3[nH]c2=O)CC2CCCO2)cc(OC)c1OC (stereo unspecified)
  ? | /
> CCOC(=O)C1CCN(C(=O)C2(NC(=O)NC3CCCCC3)CCCCC2)CC1
  ? | /
> Cc1ccc(C)c(CNS(=O)(=O)c2c(C)[nH]c(C)c2C(=O)N2CCCCC2)c1
  ? | /
> CCOC(=O)c1cc2c(s1)-c1ccccc1CC2
  -11.2% | -7.0
> O=C(CCc1c[nH]c2ccccc12)NC1CC1
  ? | /
> COCCN(Cc1cc2ccccc2[nH]c1=O)C(=O)c1ccccc1OC
  -41.2% | 25.3
> CCn1c(CNC(=O)COC)nc2ccccc21
  -29.3% | /
> O=C(CN1C(=O)NC2(CCCCCC2)C1=O)NCc1cccs1
  1.9% | -8.2
> O=C(c1ccc([N+](=O)[O-])cc1)N1CCC(n2nnc3cc(F)ccc32)CC1
  -17.4% | 10.2
> Cc1ccc(OCc2nnc(SCC(=O)c3ccccc3)n2-c2ccccc2)cc1
  -4.5% | -14.6
> CCCOc1ccc(C(=O)CCC(=O)OCC(=O)Nc2ccc(OCC)cc2)cc1
  -8.5% | -6.0
> CC(C)=CCC/C(C)=C/C(N)=O
  -1.0% | 8.5
> COc1ccc(OC)c(C(C)NC(=O)Nc2ccccc2)c1 (stereo unspecified)
  ? | /
> Cc1csc(NC(=S)NC(=O)c2ccccc2)n1
  i | 12.5
> Cc1ccc(C(=O)NC2CCN(S(=O)(=O)c3ccc(F)cc3)CC2)cc1
  ? | /
> CCOC(=O)C1CCN(C(=O)c2cccnc2Oc2ccccc2)CC1
  -5.5% | 8.9
> CCc1nnc(NC(=O)CSc2nnc(-c3cc4ccccc4cc3O)n2CC)s1
  ? | /
> CCOC(=O)c1cc(-c2ccccc2)n[nH]1
  0.1% | -12.7
> CCOC(=O)C1C(=O)OC2(CCCC2)C1C(=O)OCC (stereo unspecified)
  i | -21.0
> COc1ccc(NC(=O)CCc2nc(-c3ccc(C)cc3)no2)cc1Cl
  ? | /
> Cc1ccc2[nH]c(-c3ccccc3)c(CN3CCOCC3)c(=O)c2c1
  ? | /
> COC(=O)c1c(C)nsc1NC(=O)Oc1ccccc1
  ? | /
> CCNC(=S)N(CCc1c(C)[nH]c2ccc(C)cc12)Cc1cccnc1
  2.1% | 20.9
> O=C(O)c1nn(CC(=O)N2CCN(c3ncc(C(F)(F)F)cc3Cl)CC2)c(=O)c2ccccc12
  0.82µM* | -1.8*
> CC(=O)c1ccc(S(=O)(=O)NC2CC(=O)N(c3ccc(Cl)cc3)C2)cc1 (stereo unspecified)
  ? | /

Given with the structure last: part of the list above
S3 lipid droplet | S3 lipid droplet cell count max | SMILES
? | / | COc1ccc(NC(=O)CCc2nc(-c3ccc(C)cc3)no2)cc1Cl
? | / | Cc1ccc2[nH]c(-c3ccccc3)c(CN3CCOCC3)c(=O)c2c1
? | / | COC(=O)c1c(C)nsc1NC(=O)Oc1ccccc1
2.1% | 20.9 | CCNC(=S)N(CCc1c(C)[nH]c2ccc(C)cc12)Cc1cccnc1
0.82µM* | -1.8* | O=C(O)c1nn(CC(=O)N2CCN(c3ncc(C(F)(F)F)cc3Cl)CC2)c(=O)c2ccccc12
? | / | CC(=O)c1ccc(S(=O)(=O)NC2CC(=O)N(c3ccc(Cl)cc3)C2)cc1 (stereo unspecified)
